Source: PubChem BioAssay
GRIN3A LBD mod: NR3A (human) ligand-binding domain modulation. AID 1259313. actives 2.5% (n = 340,000). NR3A LBD differential scanning fluorimetry, Tm shift; 0% = protein alone, 100% = glycine-bound protein. Tm shift relative to glycine control, % at 25 µM;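 active = melting temperature shift of at least 10% of the positive control shift, at one fixed dose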
APJ agonist: APJ receptor agonism. activation, % at 20 µM. AID 2520. actives 0.11% (n = 330,000). CHO-K1 APJ PathHunter beta-arrestin, luminescence; 0% DMSO wells, 100% apelin. P35414;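 active = activation more than six SD over the plate average, tested at 20 µM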;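 note: 0% = DMSO alone and 100% = apelin-13 at 10 nM; some results filed as inactive read as strong as hits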
Target sequence (P35414 whole entry, looked up): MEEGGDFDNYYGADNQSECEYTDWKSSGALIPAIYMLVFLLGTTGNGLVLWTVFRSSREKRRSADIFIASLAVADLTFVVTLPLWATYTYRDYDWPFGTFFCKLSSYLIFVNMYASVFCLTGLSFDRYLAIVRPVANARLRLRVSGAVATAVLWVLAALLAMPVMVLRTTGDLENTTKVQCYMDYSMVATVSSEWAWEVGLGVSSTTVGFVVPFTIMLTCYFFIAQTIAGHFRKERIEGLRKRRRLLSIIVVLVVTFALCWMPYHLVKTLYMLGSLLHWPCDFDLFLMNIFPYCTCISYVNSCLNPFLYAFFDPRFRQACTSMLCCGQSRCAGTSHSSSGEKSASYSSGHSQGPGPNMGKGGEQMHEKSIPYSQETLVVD
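Material: CHO-K1 APJ beta-arrestin complementation cell line; Input: cell density 1000 per well; Incubation: compound stimulation 90 min at 25 °C, detection 60 min; Signal: luminescence from split beta-galactosidase complementation, Galacton Star/Emerald II substrate; Controls: DMSO-only wells as negative, 10 nM Apelin-13 as positive control.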
TIM10 inh: TIM10 yeast growth inhibition; S. cerevisiae TIM10 strain growth, BacTiter-Glo luminescence, 24 h; AID 463195; inhibition, % at 10 µM; actives 1.4% (n = 330,000);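 active = inhibition of 40% or more at the single tested concentration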;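 note: wild-type TIM10 isogenic control strain grown at permissive 25 °C; 0% = DMSO yeast wells and 100% = minimal medium wells without yeast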
XBP1 UPR activ: activators of adaptive arm of unfolded protein response (XBP1); activation, % at 20 µM; CHO-XBP1 luciferase reporter, IRE1-XBP1 UPR activation, luminescence; percent of tunicamycin response, DMSO as zero; actives 0.33% (n = 330,000);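 active = versus positive control, 20 µM dose yields 30% or more activation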;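 note: 100% = tunicamycin at 10 µg/mL and 0% = DMSO only wells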
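Material: IRE1-XBP1 luciferase reporter CHO line / Quantity: one thousand reporter cells per well / Buffer or medium: F12 with 10% serum / Compound: 20 µM single concentration, DMSO 1% / Times: 6 h treatment, 37 °C / Detection: Steady-Glo luciferase glow luminescence, 10 min after reagent addition / Benchmarks: tunicamycin high, DMSO low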
UPR CHOP act: activators of apoptotic arm of unfolded protein response (CHOP). CHO-CHOP luciferase reporter, UPR activation, luminescence; percent of tunicamycin response over DMSO baseline. AID 449763. actives 0.34% (n = 330,000). activation, % at 10 µM;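 active = at 10 µM dose, activation of 40% or more, normalized to positive control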;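 note: 100% = tunicamycin at 10 µg/mL and 0% = DMSO alone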
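Assay system: CHO cells with stable CHOP pathway luciferase reporter; Buffer or medium: F12 plus 10% serum; Times: 16-18 h cell attachment, then 6 h compound exposure, 37 °C; Signal: luciferase luminescence; Read-out basis: percent activation relative to tunicamycin control; Control set: tunicamycin high control, DMSO low control.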
NALP3 yeast inh: blocks the NALP3 inflammasome reconstituted in yeast; Yeast reconstituted NLRP3/ASC/caspase-1, beta-gal luminescence, 24 h; inhibition, % at 10 µM; actives 0.39% (n = 330,000); AID 2825;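 active = inhibition of 50% or more; inactive = inhibition below 50%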;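 note: plate controls were induced DMSO wells for no effect and uninduced yeast grown without galactose for full effect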
tim10-1 inh: inhibits growth of tim10-1 mutant yeast | S. cerevisiae tim10-1 ts strain growth, BacTiter-Glo, 24 h | inhibition, % at 20 µM | actives 2.2% (n = 330,000);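 active = inhibition of at least 40%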;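 note: mutant grown at 25 °C; 0% = DMSO wells with yeast and 100% = wells holding no yeast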
tim23-1 inh: inhibits growth of tim23-1 mutant yeast; S. cerevisiae tim23-1 growth, BacTiter-Glo luminescence, 24 h; actives 1.3% (n = 330,000); AID 463212; inhibition, % at 20 µM;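 active = growth inhibition of the mutant yeast at or above 50%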;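 note: temperature-sensitive mutant grown at 25 °C; plate controls were DMSO-treated mutant yeast for no effect and medium wells lacking yeast for full effect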
Mdm2 MdmX PPI: disrupts the human Mdm2-MdmX interaction; O15151+Q00987; actives 3% (n = 330,000); inhibition, % at 8 µM; SaOS-2 split-luciferase Mdm2/MdmX complementation, luminescence; AID 485346;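 active = inhibition of at least 50% at 8 µM in the primary screen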
* hit, by the source's call; x = no result given.

SMILES | GRIN3A LBD mod | APJ agonist | TIM10 inh | XBP1 UPR activ | UPR CHOP act | NALP3 yeast inh | tim10-1 inh | tim23-1 inh | Mdm2 MdmX PPI
CC(C)CN1C(=O)C(=O)N(CC(=O)c2ccc[nH]2)C1=O | 0 | 13 | 10 | -1 | 1.2 | 14 | 0 | 3 | -15
Nc1ccc(-n2cnc3cc([N+](=O)[O-])ccc32)cc1 | 3 | -3 | 7 | -1 | 3.0 | 34 | 10 | 11 | 10
O=C(NCCc1nc2ccccc2[nH]1)c1ccc(Cl)c([N+](=O)[O-])c1 | -8 | -4 | -3 | -2 | 0.2 | 6 | -12 | -3 | 6
O=C(CCCCCCCCC(=O)N/N=C/c1ccco1)N/N=C/c1ccco1 | 0 | -2 | 16 | -2 | 1.1 | -1 | 11 | 2 | 24
COC1=C(Nc2ccccc2OC)C(=O)c2ccccc2C1=O | 2 | -1 | 37 | 0 | -0.3 | 15 | 39 | 47 | -1
N#CC1(NC(=O)COC(=O)c2nc(Cl)ccc2Cl)CCCCC1 | 2 | 7 | 6 | 0 | 3.0 | 11 | 3 | 17 | 9
O=C(CN1C(=O)CSc2ccccc21)Nc1ccccc1C(=O)N1CCOCC1 | -1 | -4 | 11 | -3 | -0.1 | 3 | 10 | -8 | -10
C=CCn1c(-c2ccc([N+](=O)[O-])cc2)n[nH]c1=S | 1 | -4 | -3 | -1 | 0.5 | 9 | -5 | -6 | 22
CC1CC1C(=O)OCC(=O)Nc1ccccc1Oc1ccccc1 (stereo unspecified) | -2 | -2 | -6 | -3 | -0.6 | 0 | 20 | -2 | -24
Cc1c(NC(=O)CNCc2ccc3c(c2)OCO3)c(=O)n(-c2ccccc2)n1C | -2 | -1 | 10 | -4 | -1.4 | 6 | 9 | 11 | -2
CCN1CCN(S(=O)(=O)c2ccc(Cl)c(C(=O)Nc3nnc(C)s3)c2)CC1 | x | -5 | -2 | -3 | 1.1 | 7 | -18 | -2 | 8
Cc1cc(=O)oc(C)c1C(=O)N1CCc2c([nH]c3ccccc23)C1C(C)C (stereo unspecified) | 0 | -2 | 4 | -1 | -0.8 | 8 | 10 | 14 | -9
COC(=O)CN1C(=O)Nc2ccc(Br)cc2C1c1ccccc1Cl (stereo unspecified) | -1 | -1 | 15 | -5 | -1.0 | 17 | 18 | 21 | 2
CCc1ccc(CNC(=O)C2CCCN(c3nc4ccccc4o3)C2)cc1 (stereo unspecified) | 0 | -5 | 17 | -1 | -2.1 | 17 | 19 | -1 | -1
O=C(COC(=O)c1ccccc1Br)NCC1CCCCC1 | -6 | -2 | -22 | 1 | 2.0 | 17 | 1 | 30 | -1
COc1cc(CNCc2cccnc2)ccc1OCC(=O)NC(C)(C)C | 0 | -4 | 2 | -2 | -0.3 | 24 | -14 | 9 | 8
CC(OC(=O)CN1C(=O)c2ccccc2C1=O)C(=O)c1ccccc1 (stereo unspecified) | 1 | 0 | 9 | -1 | 2.0 | 3 | 24 | 21 | -19
COC(=O)c1cccc(Nc2nc(-c3ccncc3)nc3ccccc23)c1 | 0 | 5 | -17 | 3 | 2.8 | 34 | 14 | 19 | 34
O=c1cc(-c2ccccc2O)nc(-c2ccccc2)[nH]1 | 0 | 2 | 15 | -3 | 0.6 | 25 | 2 | 11 | -17
CSc1ccc(CCNC(=O)C2CCCN(c3nn4c(=O)cc(C)nc4s3)C2)cc1 (stereo unspecified) | 1 | -2 | 4 | -2 | -0.6 | 6 | -1 | 11 | 16
CC1=C(C(=O)Nc2ccc([N+](=O)[O-])cc2)C(c2cccc(C(F)(F)F)c2)NC(=S)N1c1ccccc1 (stereo unspecified) | 10 | 1 | 30 | 4 | 0.3 | -10 | 26 | 29 | -4
O=C(C(=O)N1CCc2ccccc2C1)N1CCc2ccccc2C1 | x | -2 | 15 | 3 | -0.1 | -9 | 14 | 16 | 9
CC(=O)Nc1cccc(NC(=O)CS(=O)(=O)c2cn(CC(=O)N3CCOCC3)c3ccccc23)c1 | 0 | -4 | 0 | -1 | -1.5 | 3 | 9 | -1 | 6
Cc1ccc(/C=C(/NC(=O)c2ccccc2)C(=O)NC(Cc2c[nH]c3ccccc23)C(=O)O)cc1 (stereo unspecified) | -1 | -2 | 8 | -8 | -0.1 | 11 | -13 | 10 | 4
Fc1cccc(Cl)c1/C=N/Nc1ccccn1 | 0 | -3 | 22 | 1 | 7.7 | -29 | 22 | -2 | -26

A portion of the results above:
SMILES | GRIN3A LBD mod | APJ agonist | TIM10 inh | XBP1 UPR activ | UPR CHOP act | NALP3 yeast inh | tim10-1 inh | tim23-1 inh | Mdm2 MdmX PPI
CC(C)CN1C(=O)C(=O)N(CC(=O)c2ccc[nH]2)C1=O | 0 | 13 | 10 | -1 | 1.2 | 14 | 0 | 3 | -15
Nc1ccc(-n2cnc3cc([N+](=O)[O-])ccc32)cc1 | 3 | -3 | 7 | -1 | 3.0 | 34 | 10 | 11 | 10
O=C(NCCc1nc2ccccc2[nH]1)c1ccc(Cl)c([N+](=O)[O-])c1 | -8 | -4 | -3 | -2 | 0.2 | 6 | -12 | -3 | 6
O=C(CCCCCCCCC(=O)N/N=C/c1ccco1)N/N=C/c1ccco1 | 0 | -2 | 16 | -2 | 1.1 | -1 | 11 | 2 | 24

Later entries.
SMILES | GRIN3A LBD mod | APJ agonist | TIM10 inh | XBP1 UPR activ | UPR CHOP act | NALP3 yeast inh | tim10-1 inh | tim23-1 inh | Mdm2 MdmX PPI
CC(=O)c1cc(C#N)c(SCC(=O)C(C)(C)C)nc1C | -1 | 1 | 7 | -2 | 2.9 | 16 | 32 | 28 | -88
COC(=O)c1ccc(C(c2c(C)[nH][nH]c2=O)c2c(C)[nH][nH]c2=O)cc1 | 2 | 0 | -6 | 0 | 1.1 | 9 | 18 | -6 | -1
CCOC(=O)c1[nH]c2ccc(Br)cc2c1NC(=O)CCN1CCC(C)CC1 | 2 | 5 | 2 | 0 | 2.1 | 9 | 12 | 13 | 19
O=C(CSc1nnc(CNc2cccc(Cl)c2)o1)OC1CCCCC1 | -22 | -3 | 28 | 1 | -1.2 | 7 | 20 | 32 | 1
CCCn1c(SCC(=O)Nc2ccc3c(c2)OCO3)n[nH]c1=O | -1 | 2 | -4 | -1 | -1.0 | 0 | -1 | 9 | 5
COC(=O)C1=C(C)N(Cc2ccccc2)C(=S)N[C@H]1c1ccccc1 | -4 | -4 | 17 | 3 | -0.2 | 19 | 32 | 36 | 3
CCC(NC(=O)OCc1ccccc1)C(=O)Oc1ccc2ccc(=O)oc2c1 (stereo unspecified) | 2 | -2 | 25 | -5 | 0.4 | -2 | 33 | 44 | -10
CC(C)(C)OC(=O)NCCc1nnc(SCc2ccccc2)o1 | -3 | -3 | 19 | 0 | 1.4 | 11 | 17 | 16 | -30
CC1=C(C(=O)OCC(C)C)C(c2ccc(F)cc2)NC(=O)N1 (stereo unspecified) | -2 | -4 | 16 | -5 | -2.4 | -2 | 23 | 10 | 22
O=S(=O)([O-])C/C(=C\c1ccc(Cl)cc1)c1cc[n+](CCO)cc1 | 1 | 0 | -3 | -1 | -0.4 | 13 | 0 | -1 | 3
CCc1nc(C)ccc1OCC(=O)NCCCN(C)C | -2 | -3 | 10 | -2 | 0.5 | -1 | 10 | 11 | 9
CCOc1ccc(S(=O)(=O)N/N=C(\C)c2ccc(OC)cc2OC)cc1 | -1 | -1 | 1 | -4 | -1.1 | 2 | 15 | 24 | -1
O=[N+]([O-])c1ccc(S(=O)(=O)Nc2ccc(-c3ccc(N4CCCC4)nn3)cc2)cc1 | -5 | 14 | 9 | -3 | 1.3 | 4 | -7 | 15 | -1
COc1cccc(NC(=O)N2CCCC2C(=O)NCc2ccccc2F)c1 (stereo unspecified) | -2 | -3 | 10 | -1 | -1.2 | 16 | 2 | -2 | 26
Cc1ccc(S(=O)(=O)N2CCOCC2)cc1NC(=O)C(c1ccc(Cl)cc1)C(C)C (stereo unspecified) | -7 | -8 | 1 | -1 | 1.2 | 5 | 8 | 10 | 4
CC(=O)N1CCN(C(=O)c2cccc(S(=O)(=O)N3c4ccccc4CC3C)c2)CC1 (stereo unspecified) | -1 | -1 | 3 | -2 | -1.5 | 12 | 17 | 14 | 9
COc1cc([N+](=O)[O-])ccc1NC(=O)Nc1cnccn1 | -6 | -4 | -9 | -6 | 0.6 | 6 | -11 | -2 | 42
Cc1ccc(-c2nnc(SCC(=O)Nc3cccc(C(=O)N4CCOCC4)c3)n2C)cc1 | -3 | -1 | 0 | -1 | 0.6 | 7 | 4 | 5 | 21
CCCCNCCCOc1cccc(Cl)c1Cl | -1 | 1 | 5 | -2 | -1.9 | 15 | 5 | -3 | 12
CCOc1ccc(Oc2ccc(Cl)cc2NC(=O)C2=COCCO2)cc1 | 2 | -6 | 16 | -2 | 0.9 | 17 | 23 | 19 | 7
Cc1cccc(NC(=S)NC2CCCC2)c1 | -1 | -3 | -13 | -2 | -2.4 | 4 | 8 | 6 | 17
COc1ccc(NC(=O)CN2CCCC2)cc1 | 0 | -1 | 0 | 1 | 2.7 | 5 | 7 | -1 | 9
Cc1c(NC(=S)Nc2cccc(Cl)c2)c(=O)n(-c2ccccc2)n1C | 0 | -5 | -3 | -1 | -2.3 | -14 | 1 | 4 | 11
COc1ccc(NS(=O)(=O)c2cccc(C(=O)NNC(=O)c3cc(C)oc3C)c2)cc1 | -3 | -1 | -2 | -1 | -0.8 | -2 | 25 | -2 | 10
O=C(C1=C[C@H](c2ccc3c(c2)OCO3)C[C@H](OCc2ccc(CO)cc2)O1)N1CCOCC1 | -3 | -5 | 4 | -1 | 2.3 | 26 | 4 | -2 | 4
Continuation.
SMILES | GRIN3A LBD mod | APJ agonist | TIM10 inh | XBP1 UPR activ | UPR CHOP act | NALP3 yeast inh | tim10-1 inh | tim23-1 inh | Mdm2 MdmX PPI
O=C1CCCN2N=C(SCC(=O)Nc3ccc(Cl)cc3)SC2=N1 | -1 | -2 | -11 | -1 | -0.9 | 13 | 3 | -8 | 15
O=C1C(Nc2ccccc2)=C2CCCC=C2N1c1ccccc1 | 1 | 0 | 8 | 1 | 2.7 | 21 | 23 | 32 | -9
COc1ccc(N2CCN(C(=O)c3ccncc3)CC2)cc1 | -2 | -3 | 14 | -2 | -1.3 | -2 | 3 | 25 | 2
COc1ccc([C@H]2/C=C\CN(C(=O)C3CC3)[C@@H](C)C(=O)N2Cc2ccc(F)cc2)cc1 | -1 | -6 | 8 | -2 | 1.9 | 1 | 16 | 27 | 7
COc1ccc(S(=O)(=O)NCc2ccc3c(c2)OCO3)cc1C(=O)O | 0 | 3 | -3 | 1 | -2.1 | 4 | 2 | 5 | 21
Cc1ccc(NC(=O)C2C3CCC(O3)C2C(=O)O)cc1C (stereo unspecified) | -5 | -5 | -4 | 1 | 0.5 | 2 | 4 | 7 | 6
C#CCOCCOCCOCCNc1nc(N2CCN(C(=O)[C@H](CCCCN)n3cc([C@@H](N)CC(C)C)nn3)CC2)nc(N2CCN(C(=O)[C@H](CCCCN)n3cc([C@@H](N)CC(C)C)nn3)CC2)n1 | 3 | -3 | 7 | 0 | -0.4 | 5 | -8 | -5 | 30

The order is random; about 8.2% have a hit in one of these screens.
